PPARg SRC1 recr = agonists of human PPARgamma SRC-1 coactivator recruitment. P37231. PPARgamma-SRC-1 coactivator recruitment biochemical assay. activation, % at 8 µM. hit rate 0.41% among 200,000; in the data active = activation above about 19%;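 also: 0% = DMSO and 100% = reference agonist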
TNAP inh no acc = inhibitors of human TNAP without phosphate acceptor; purified TNAP, CDP-star luminescence, 30 min; inhibition, % at 20 µM; hit rate 0.26% among 200,000; AID 1012;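 active = tissue-nonspecific alkaline phosphatase inhibition above about 50% at 20 µM in the single-dose screen, limit read from the data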;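 also: 0% = DMSO negative control and 100% = EDTA positive control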
Target sequence (P05186 whole entry, looked up): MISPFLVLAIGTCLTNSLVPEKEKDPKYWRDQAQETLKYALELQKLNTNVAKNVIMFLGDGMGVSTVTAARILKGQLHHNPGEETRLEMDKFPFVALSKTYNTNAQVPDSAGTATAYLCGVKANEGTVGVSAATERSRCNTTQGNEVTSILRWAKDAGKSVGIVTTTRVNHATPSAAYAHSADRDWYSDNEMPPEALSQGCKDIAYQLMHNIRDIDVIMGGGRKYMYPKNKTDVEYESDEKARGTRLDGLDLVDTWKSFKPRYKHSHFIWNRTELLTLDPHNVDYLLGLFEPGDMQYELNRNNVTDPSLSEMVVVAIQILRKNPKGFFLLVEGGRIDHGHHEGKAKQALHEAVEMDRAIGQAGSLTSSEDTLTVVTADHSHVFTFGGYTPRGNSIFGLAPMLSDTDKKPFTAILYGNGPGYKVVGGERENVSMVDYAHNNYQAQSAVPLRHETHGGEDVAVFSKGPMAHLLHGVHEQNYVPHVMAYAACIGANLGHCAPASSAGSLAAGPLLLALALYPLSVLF
bIAP activator = intestinal alkaline phosphatase (bovine) activation; purified bovine IAP, CDP-star luminescence, 30 min; active compounds read high; fold of DMSO-control signal, blank-subtracted; activation factor at 20 µM; hit rate 0.17% among 200,000;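 active = activation factor of 2 or more at 20 µM, a signal rise over negative controls twice the positive control's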
PPARg SRC-3 ag = promotes SRC-3 coactivator recruitment by human PPARgamma. biochemical PPARgamma/SRC-3 coactivator recruitment assay. activation, % at 8 µM. hit rate 0.26% among 200,000; in the data active = activation above about 23%;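 also: 0% = DMSO and 100% = reference agonist; some compounds past the cut are filed as inactive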
SRC2 TRFRET art = counter-screen for PPARgamma SRC-2 recruitment agonists: TR-FRET artefact; active compounds read high; TR-FRET ratio at 8 µM; hit rate 0.4% among 200,000; AID 1049; in the data active = TR-FRET ratio above about 2000; also: inactives centre near 1500
TNAP inh hi DEA = blocks human TNAP under high phosphate acceptor concentration; hit rate 0.03% among 200,000; purified TNAP, CDP-star luminescence, 1 M DEA; inhibition, % at 20 µM;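 active = over 50% inhibition of tissue-nonspecific alkaline phosphatase at 20 µM in the single-dose screen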;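 also: plate controls were DMSO wells for no effect and EDTA-quenched wells as full inhibition for full effect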
PPARg SRC-2 ag = PPARgamma-driven SRC-2 recruitment agonism. P37231. PPARgamma LBD-SRC-2 recruitment, biochemical. activation, % at 8 µM. hit rate 0.34% among 200,000; in the data active = activation above about 22%;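 also: 0% = vehicle and 100% = reference agonist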
TNAP act hi DEA = increases human TNAP activity under high phosphate acceptor concentration; P05186; purified TNAP, CDP-star luminescence, 1 M DEA, 30 min; active compounds read high; 0 = EDTA background, 1 = DMSO-only activity; activation factor at 20 µM; 200,000 tested, under 10 active; AID 1136;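 active = activation factor at least 2 at 20 µM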
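Measured by: Luminescent substrate turnover signal | Test system: Human TNAP | Input: TNAP 1/800 final | Dosing: 20 µM single point | Schedule: 30 min, room temperature | Controls: EDTA wells as negative control, DMSO wells as positive control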
bIAP inhibitor = intestinal alkaline phosphatase (bovine) inhibition | inhibition, % at 20 µM | 190,000 tested, under 10 active | AID 1019 | purified bovine IAP, CDP-star luminescence, 30 min;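 active = over 50% inhibition of intestinal alkaline phosphatase at 20 µM in the single-dose screen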
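System: Purified bovine intestinal alkaline phosphatase (IAP) enzyme | Input: IAP diluted 1/65,000,000 in the well | Also added: CDP-star chemiluminescent phosphatase substrate, 30 µM final | Dosing: 20 µM single dose | Times: Enzyme reaction for 30 min at room temperature | Detection: Luminescence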
Efa HMGR inh = blocks class II HMG-CoA reductase of Enterococcus faecalis; AID 1066; purified E. faecalis HMGR, NADPH absorbance 340 nm kinetic; inhibition, % at 10 µM; hit rate 0.41% among 190,000;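 active = inhibition above a set limit, the median over all tested compounds plus 3 SD, cut at about 9.5% in these data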;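 also: enzyme runs in reverse so mevalonate oxidation gives rising NADPH absorbance; 0% = complete reaction with DMSO and 100% = background rate lacking mevalonate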
* marks the source's active call; other numbers are inactive results; . = no result given.

Value order – PPARg SRC1 recr	TNAP inh no acc	bIAP activator	PPARg SRC-3 ag	SRC2 TRFRET art	TNAP inh hi DEA	PPARg SRC-2 ag	TNAP act hi DEA	bIAP inhibitor	Efa HMGR inh
> Cc1ccc(N(CC(=O)NCC2CCCO2)C(=O)Cn2nnc(-c3cccs3)n2)cc1 (centres undefined)
    -4	-7	1.1	4	1668	-7	4	1.1	-6	-1
> CC(O)Cc1nsc(NC(=O)c2cccs2)n1 (centres undefined)
    6	-12	1	1	1620	0	6	1	-1	4
> O=C(NCCCn1ncc2ccccc21)c1cc(COc2c(F)cccc2F)on1
    5	-5	0.9	4	1647	-1	6	1	12	-2
> O=C(COc1ccc2c(c1)OCO2)Nc1ccc2c(c1)oc1ccccc12
    -1	-4	0.7	-9	1507	0	-3	1	30	2
> CCc1cc2c(=O)n(CC(=O)NCCc3ccc(OC)c(OC)c3)cnc2s1
    5	-7	1.1	6	1620	-1	3	1	-11	-10
> Cc1cccc(NC(=O)NC(=S)NC(=O)c2ccccc2)c1
    0	27	0.9	5	1664	2	1	1	7	-8
> COC(=O)c1ccc(NC(=O)C2CCN(C(=O)c3cc(OC)c(OC)c(OC)c3)CC2)cc1
    3	-4	1.1	3	1554	-1	0	1	-10	0
> COc1ccc(C(=O)Nc2cc(Cl)ccc2C(=O)O)cc1
    -2	-1	1.1	-5	1438	-1	-4	1	-7	-2
> CCCCC(=O)Nc1ccc(C(=O)Nc2cccnc2)cc1
    0	-16	1	8	1546	-7	10	1.1	1	0
> Cc1occc1C(=O)NNC(=O)Nc1ccc(F)cc1F
    -7	-36	1.1	1	1548	1	-1	1	-8	-4
> Cc1nc2sc(C(c3ccc(F)cc3)N3CCN(C(=O)c4ccco4)CC3)c(O)n2n1 (centres undefined)
    12	2	1.2	-1	1630	3	2	1	-23	-2
> COc1ccccc1NC(=O)CN1C(=O)C(C)Oc2ccccc21 (centres undefined)
    7	-4	1	12	1801	-2	13	1	4	-4
> Cc1ccc(NC(=S)NCc2ccccc2)cc1[N+](=O)[O-]
    -2	-11	0.8	1	1469	-4	7	1	19	-1
> CCOc1cc(CNCCCN2CCOCC2)cc(Br)c1OCC(=O)Nc1cccc(C(F)(F)F)c1
    -8	-12	1	3	1513	-6	2	1.1	-4	0
> COc1ccc(N(CC(=O)N2CC=C(c3ccccc3)CC2)S(=O)(=O)c2c(C)noc2C)cc1
    13	-14	0.9	17	1712	-10	-4	1.1	10	0
> O=C(CSc1nc2c(c(=O)n1-c1ccc(F)cc1)SCC2)Nc1ccc2c(c1)OCO2
    5	.	.	-17	1737	.	-1	.	.	.
> CCOC(=O)C1(C(=O)OCC)C(c2ccccc2)CC(O)N1C(C)=O (centres undefined)
    -4	-9	1	-4	1606	-2	-7	1	1	-2
> COC(=O)c1ccc(C(=O)OC)c(NC(=S)N2CCN(c3ccccc3F)CC2)c1
    9	-3	0.9	6	1562	-1	6	1	13	1
> Cc1ccc(-c2cc(N)n3nc(-c4ccc(C)cc4)cc3n2)cc1
    6	-6	1	4	1486	1	3	1	3	-1
> Cc1cc(C(=O)NNC(=O)c2ccc(S(=O)(=O)N(C)C)cc2)c(C)o1
    -8	-24	1	-1	1424	-4	6	1	-2	-2
> CCC(=O)c1ccc(OCC(O)CN2CCCCC2)cc1 (centres undefined)
    9	-11	1.1	15	1491	-5	8	1	-5	-9
> O=C(COc1ccccc1)NC(=S)Nc1ccc2c(c1)Cc1ccccc1-2
    4	-14	1.1	3	1719	-1	3	1	-11	-6
> CC(C)N1CCC(N2CCN(C/C=C/c3ccccc3)CC2CCO)CC1 (centres undefined)
    8	-10	1.2	6	1511	-8	4	1.1	-20	-3
> CC[C@@H](C)C(NC(=O)OC(C)(C)C)c1cn([C@@H](CCCCNC(=O)OC(C)(C)C)C(=O)N2CCN(C(=O)OC(C)(C)C)CC2)nn1 (some centres undefined)
    0	-5	1	1	1751	-4	9	1	-2	-1
> COc1ccc2oc(=Nc3cc(F)ccc3F)c(C(N)=O)cc2c1
    -1	-4	1.1	-3	1615	2	2	1	-8	-7
> O=C(NCC1CCCO1)C(c1ccc(F)cc1)N(C(=O)Cn1nnc(-c2ccc(F)cc2)n1)c1cccc(O)c1 (centres undefined)
    -4	-3	1	2	1318	-4	-6	1	1	-5
> CCOC(=O)C1=C(C)NC(C)=C(C(=O)OCC)C1C(=O)OCC(N)=O
    -8	-9	1.2	-4	1398	-4	-3	1	-22	1
> Cc1cc(-c2n[nH]c(=S)n2Cc2ccccc2)cs1
    -4	0	0.9	-3	1410	-3	-4	1	9	-1
> C=CCn1c(CCNC(=O)c2cccs2)nnc1SCC(=O)c1cccc([N+](=O)[O-])c1
    3	-8	0.9	5	1525	-3	5	1	10	4
> CC(C)c1nc(SCC(=O)NCc2ccccc2)n[nH]1
    2	-3	0.8	-9	1569	-2	-1	1	19	-3
> CCN1C(=O)/C(=C2/C=Cc3ccccc3N2CC)SC1=S
    -4	9	0.9	0	1334	34	-2	0.7	11	-6
> CCOC(=O)c1c(C)[nH]c(C(=O)COC(=O)C2(C)CC2(Cl)Cl)c1C (centres undefined)
    5	-8	0.9	0	1603	-4	10	1	7	-2
> C=CCNC(=O)NC(=O)COC(=O)COc1ccc(Br)cc1F
    2	-10	1	9	1537	-3	5	1	2	1
> CCOc1ccc(-c2nn(-c3ccccc3)cc2/C=C2\SC(N)=NC2=O)cc1C
    -1	-13	1	29*	1581	1	3	1	-1	-2
> Cc1cc(C)c(NC(=O)/C(C#N)=C/c2ccc(OCc3ccc(F)cc3)cc2)c(C)c1
    2	1	1	-3	1643	5	13	1	4	-9
> Cc1cc2c(cc1C)NC(c1ccccn1)C1=C(CC(C)(C)CC1=O)N2 (centres undefined)
    3	-8	1	-4	1489	-5	5	1.1	-4	-3
> CC(C)NC(=O)CC1Nc2c3ccccc3nc(=S)n2C1=O (centres undefined)
    -2	-6	1	9	1564	4	1	1	-2	-6
> CCn1c(=O)c2c(cnn2C)c2ccccc21
    1	-6	0.9	1	1560	-2	-2	1	10	-1
> CCOC(=O)N/N=C/c1cn(Cc2ccc(Cl)cc2)c2ccccc12
    5	-14	0.9	-3	1484	-1	-5	1	7	-3
> Cc1ccc(-c2nc(CS(=O)(=O)CC(=O)NC3CCCCC3C)c(C)o2)cc1 (centres undefined)
    -4	0	0.9	-5	1520	-9	1	1.1	7	-5
> CCC1CCCCN1CC(O)Cn1c2ccccc2n2c(=O)cc(C)c(C#N)c12 (centres undefined)
    2	-9	0.9	1	1626	1	10	1	7	-1
> CCc1ccccc1NS(=O)(=O)c1cc(C)ccc1OC
    -1	-10	0.9	-2	1596	-3	5	1	13	-2
> CCC(C)(C)n1nnnc1C(c1ccncc1)N1CCN(c2cccc(OC)c2)CC1 (centres undefined)
    -3	6	1.1	5	1583	2	9	1	-8	-7
> O=C(C[n+]1ccc(C(=O)N/N=C/c2ccc(OCc3ccccc3)cc2)cc1)c1ccccc1
    6	16	0.3	7	1823	14	4	0.9	.	-3
> CCn1c(C)nc2c(C)[n+](CC(=O)c3ccc(Br)cc3)ccc21
    4	-10	1	-5	1481	-3	5	1	2	-1
> Nc1c(C(=O)c2ccc(Cl)cc2)sc2c1c(=O)[nH]c(=O)n2-c1ccccc1
    5	2	1	-4	1625	-1	12	1	2	-6
> COC(=O)c1ccc(Cl)c(S(=O)(=O)N2CCCC2)c1
    -4	-7	1	-1	1299	-1	-2	1	5	4
> Cc1nn(CCOc2ccccc2)c(=O)n1-c1ccccc1
    7	3	1	5	1541	-3	3	1	2	-4
> Cn1c(=O)c2c(-c3ccccc3)n3c4ccccc4ncc3c2n(C)c1=O
    -2	.	.	-9	1451	.	10	.	.	.
> COc1ccc2c(c1)c(C(=O)N/N=C/c1ccc(O)c(O)c1)c(C)n2C
    6	56*	1	3	1701	1	-1	1	3	3
> Cc1cccc(NC(=O)CCNS(=O)(=O)c2cccc3nonc23)c1C
    6	-9	1	-2	1526	-2	-3	1	-3	-4
> Cc1cc(NS(=O)(=O)c2ccc(NC(=S)NC(=O)c3ccc(Cl)cc3Cl)cc2)no1
    -3	5	0.9	-15	1361	0	-3	1	6	-2
> N#Cc1nc(Cc2cccc3ccccc23)oc1NCCCn1ccnc1
    6	-6	0.7	2	1503	0	3	1	34	-2
> COc1ccc(CCN2CN(S(=O)(=O)c3ccccc3)c3nc4ccccc4nc32)cc1
    -2	4	0.8	2	1565	-1	2	1	22	0
> Cc1cc(NC(=O)COc2ccc(Cl)cc2Cl)n(CCC#N)n1
    7	-1	1.1	1	1478	-7	-2	1.1	-9	0
> Cc1noc(C)c1S(=O)(=O)N1CCC(C(=O)N2CCN(c3ccc(Cl)cc3)CC2)CC1
    -4	-10	0.9	-4	1495	-5	-4	1.1	14	-2
> COc1ccc(S(=O)(=O)N(C)CC(=O)Nc2c(F)cccc2F)cc1
    6	-11	0.9	4	1564	-3	7	1	7	-2

A second format for some results above.
> Cc1nn(CCOc2ccccc2)c(=O)n1-c1ccccc1
  PPARg SRC1 recr: 7
  TNAP inh no acc: 3
  bIAP activator: 1
  PPARg SRC-3 ag: 5
  SRC2 TRFRET art: 1541
  TNAP inh hi DEA: -3
  PPARg SRC-2 ag: 3
  TNAP act hi DEA: 1
  bIAP inhibitor: 2
  Efa HMGR inh: -4

> Cn1c(=O)c2c(-c3ccccc3)n3c4ccccc4ncc3c2n(C)c1=O
  PPARg SRC1 recr: -2
  TNAP inh no acc: .
  bIAP activator: .
  PPARg SRC-3 ag: -9
  SRC2 TRFRET art: 1451
  TNAP inh hi DEA: .
  PPARg SRC-2 ag: 10
  TNAP act hi DEA: .
  bIAP inhibitor: .
  Efa HMGR inh: .

Bioassay records from PubChem.
